Compound activity from PubChem BioAssay.
hcGAS lum: human cGAS inhibition. Q8N884. recombinant h-cGAS, ATP depletion, Kinase-Glo luminescence. inhibition, % at 12.5 µM. hit rate 0.081% among 290,000. AID 1259398;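 also: 0% = vehicle reaction and 100% = reaction without DNA for no activity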
Target sequence (Q8N884 whole entry, looked up): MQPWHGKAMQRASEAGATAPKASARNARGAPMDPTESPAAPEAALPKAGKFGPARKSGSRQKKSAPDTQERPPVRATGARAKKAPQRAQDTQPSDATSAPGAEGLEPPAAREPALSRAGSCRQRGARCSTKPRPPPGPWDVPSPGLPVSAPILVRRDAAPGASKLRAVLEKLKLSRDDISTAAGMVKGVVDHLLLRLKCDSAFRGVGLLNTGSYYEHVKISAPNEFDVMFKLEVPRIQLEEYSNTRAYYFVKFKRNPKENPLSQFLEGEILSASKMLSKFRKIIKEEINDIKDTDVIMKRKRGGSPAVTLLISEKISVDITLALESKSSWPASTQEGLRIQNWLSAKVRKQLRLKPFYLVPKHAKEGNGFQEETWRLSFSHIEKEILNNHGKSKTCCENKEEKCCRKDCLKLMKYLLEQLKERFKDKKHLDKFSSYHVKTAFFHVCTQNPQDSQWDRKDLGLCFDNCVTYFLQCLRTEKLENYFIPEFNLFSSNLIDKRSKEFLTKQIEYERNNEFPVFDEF
NPYLR7 ag: mosquito NPYLR7 agonism; HEK293T NPYLR7/Galpha15, GCaMP6s calcium fluorescence; activation, % at 10 µM; hit rate 0.15% among 270,000; in the data active = activation above about 40%;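 also: 0% = vehicle and 100% = reference agonist at the receptor; some compounds past the cut are filed as inactive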
mcGAS lum: blocks mouse cGAS activity; Q8C6L5; recombinant cGAS, Kinase-Glo ATP depletion luminescence; inhibition, % at 12.5 µM; hit rate 0.15% among 160,000;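 also: 0% = negative control wells and 100% = reference inhibitor with no enzyme activity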
* = called active by the depositor; x = no result given. Rule as the data show it, unless noted: active = inhibition above about 40%; inactive = the rest.

SMILES | hcGAS lum | NPYLR7 ag | mcGAS lum
O=S(=O)(c1ccc(Nc2ccn(CCO)n2)cc1)C(F)(F)F | -6.9 | 4.8 | x
Cc1nc(CN(C)Cc2cnc(S(=O)(=O)C(C)C)n2CCC(C)C)cs1 | -8.9 | 16.6 | x
CCOC(=O)c1ccc(NC(=O)N2CCN(CC(OCc3ccc(C)cc3)c3cccc(OC)c3)CC2)cc1 (stereo not given) | 0.1 | x | 1.4
COCCNC(=O)C1(C)CCCN(Cc2ccc(Cl)c(Cl)c2)C1 (stereo not given) | -3.0 | 6.5 | -2.1
Cc1cccc(-n2nc([N+](=O)[O-])c(=Nc3ccc(I)cc3)n2O)c1 | -8.1 | -1.3 | x
NC(=O)CC1CCCCN1c1ccc(-c2nc(-c3ccccc3F)no2)cn1 (stereo not given) | -3.3 | -4.0 | x
COc1ccccc1C1NC(=O)NC(C)=C1C(=O)OCC1CCCO1 (stereo not given) | -2.8 | -2.6 | x
CCC(C)N(Cc1cccc(OS(=O)(=O)c2ccc(NC(C)=O)cc2)c1)C(=O)NC(C)C (stereo not given) | -14.9 | 22.7 | -5.6
C=C(C)COc1ccccc1C(=O)NCCc1cc(=O)[nH]c(C)n1 | -1.7 | 12.4 | x
CCOC(=O)c1cc(S(=O)(=O)N(C)C2CCCC(C)C2C)cn1C (stereo not given) | -9.8 | x | -4.6
CC(C)c1ccc(-n2c(C#Cc3ccccc3)n[nH]c2=S)cc1 | -4.2 | -0.2 | -4.3
CCc1cc2c(NCCCN3CCC(N4CCCCC4)CC3)ncnc2s1 | -2.6 | x | -4.2
COC[C@@]12CN(C(=O)c3ccccc3)C[C@@H]1C(C)(C)COc1ccc(OC)cc12 | -3.2 | 3.9 | -7.0
Cc1c(C(C)NC(=O)c2csc(C(C)C)n2)cnn1-c1ccccn1 (stereo not given) | -8.4 | 7.2 | x
CCOC(=O)c1c(NC(=O)COC(=O)c2cccs2)sc2c1CCC2 | -5.9 | 4.8 | -4.6
Cc1ccc(C(=O)NCCN2C(=O)SC(=Cc3ccccc3F)C2=O)o1 | -1.9 | 0.4 | -3.0
O=C(Nc1ccccc1Cl)Nc1ccnn1C1CCN(Cc2nccs2)CC1 | 0.7 | -5.6 | -5.4
CC(C)(C)c1ccc(S(=O)(=O)c2cnc(SCC(=O)Nc3ccccc3)[nH]c2=O)cc1 | -1.6 | -7.0 | -4.3
COc1ccc(C(=O)Oc2coc(CSc3nccn3C)cc2=O)cc1 | -6.2 | 12.7 | -7.5
COc1cc(C)ccc1S(=O)(=O)N1CCC(c2cn(Cc3ccc(C(F)(F)F)cc3)c3ccccc23)CC1 | -9.2 | 17.0 | -7.8
CN(Cc1nc2ccc(Cl)cc2[nH]1)Cc1nc(-c2ccccn2)no1 | -7.6 | 15.8 | x
Cc1nn(CC(=O)Nn2cccc2)c(C)c1Cl | -5.3 | -4.9 | x
O=c1cc(CN(Cc2cccs2)CC2CCCO2)nc2sccn12 (stereo not given) | -4.1 | 0.9 | x
Cc1nc2n(n1)C(=O)C(C(c1ccccc1)N1CCC3(CC1)OCCO3)S2 (stereo not given) | -6.3 | -0.4 | x
COc1cc(NC(=O)Cn2cccc(S(=O)(=O)N3CCOCC3)c2=O)cc(OC)c1 | -5.3 | -11.3 | x
CC(=O)NCCc1ccc(C(=O)Nc2ccc(C)cn2)cc1 | -7.1 | -3.4 | x
CCC(C)N(CC(=O)N(Cc1ccccc1)Cc1sccc1C)C(=O)Nc1cccc(C)c1C (stereo not given) | -1.7 | -10.0 | -0.9
O=C(CCS(=O)(=O)c1ccc2c(c1)CCC2)NC1CC1c1ccc(F)cc1 (stereo not given) | -12.2 | 12.1 | x
COc1ccc(CN(CC(O)COCC(C)C)CC2CCCO2)cc1 (stereo not given) | -2.3 | -3.7 | -4.5
O=C(CCc1ccccc1)NCCSc1ncc(C(F)(F)F)cc1Cl | -8.2 | -0.2 | x
CCOC(=O)c1nc2cc(Cl)c(Cl)cc2nc1N1CCCN(S(=O)(=O)c2ccc(Br)cc2)CC1 | -9.3 | x | -8.4
OCC1(Cc2cccc(Cl)c2)CCCN(C2Cc3ccccc3C2)C1 (stereo not given) | -10.1 | 8.1 | x
CCCCc1ccc(C(=O)Nc2ccc(-n3nc(OC)nc3-c3ccccc3C)cc2)cc1 | -2.5 | 2.2 | -3.4
Cc1ccc(-c2nc(C(=O)OC(C)C(=O)N3CCCCCC3)cs2)cc1 (stereo not given) | -11.8 | 2.7 | x
O=C(C1C[C@H]1c1ccccc1)N(Cc1cccc(OS(=O)(=O)c2ccc(F)cc2)c1)Cc1ccco1 (stereo not given in full) | -1.5 | -14.6 | 2.0
COC1CCN(C(=O)c2ccccc2NCc2cccnc2)CC1 | -9.2 | 3.6 | -5.4
Cc1ccc(NC2CCCN(C(=O)c3cc4ccccc4cn3)C2)cc1C (stereo not given) | -5.3 | 0.1 | x
O=C(O)CSc1nnc2[nH]c(=O)c3c(n12)CCCC3 | -2.6 | -4.7 | -7.3
Cc1cc(C(=O)CN2C(=O)C(=O)N(CCc3cccs3)C2=O)c(C)n1C1CC1 | -6.0 | 2.5 | x
CCn1c(C)c(C(=O)CN(CCN2CCOCC2)S(=O)(=O)c2c(C)cc(C)cc2C)c(C)c1C(=O)OC | 5.4 | -3.7 | 1.2
CCOC(=O)CCC(=O)Nc1nnc(SCc2ccccc2C(F)(F)F)s1 | 3.7 | 4.6 | -3.1
S=c1nn[nH]n1Cc1cccs1 | -5.6 | -0.2 | -4.8
CCc1ccc(CN(C)C(=O)c2cc(COc3cncc(Cl)c3)on2)cc1 | -12.4 | -5.0 | -2.8
Nc1ccc(Cl)c(S(=O)(=O)Nc2ccc(Cl)cc2)c1 | 5.1 | 1.2 | -1.7
CCC(=O)N1CCC(c2nc(C)ccc2C(=O)N2CCN(C3CCCCC3)CC2)CC1 | -6.4 | x | -4.7
Cc1ccc2c(c1)C(c1ccccc1)N(C(=O)c1ccccc1[N+](=O)[O-])CC(=O)N2 (stereo not given) | -1.4 | -2.6 | -3.2
O=C(NCC[C@@H]1C[C@@H]2C=C[C@H]1C2)c1ccc(CSc2ncccn2)o1 | -8.4 | 13.8 | -10.1
COc1ccccc1N1C(=O)NC(=O)/C(=C/c2ccc(N(C)C)cc2)C1=O | -1.6 | -0.4 | x
CC1=C(C(=O)Nc2ccccc2)C(c2cccnc2)C(C(=O)Nc2ccccc2)=C(C)N1 | -4.2 | 9.3 | x
COc1ccc(-c2nc(CN(Cc3ccccc3)C[C@@H]3CCC(=O)N3)c(C)o2)c(OC)c1C | -3.5 | -8.5 | -4.0
Cc1cc(C)n(C(C[N+](=O)[O-])c2cccc(Br)c2)n1 (stereo not given) | -8.1 | -0.6 | x
Cc1ccc(-n2c(CNC(=O)Nc3ccc(Br)cc3)nnc2SCc2ccc(F)cc2)cc1 | -2.9 | 20.0 | -4.0
COc1ccc(CCNC(=O)CN2CC3=C(C2=O)C(c2ccccc2OC)NC(=O)N3C)cc1OC (stereo not given) | -7.6 | 1.1 | -4.6
Cc1ccccc1NCc1nc[nH]c1C | -4.4 | 20.6 | x
CC1CC(C)CN(S(=O)(=O)N2CCN(C3=NCC(C)(C)S3)CC2)C1 (stereo not given) | 0.7 | -1.7 | -4.2
Cc1ccc(Cc2nc(N3CCCN(C(=O)c4ccc(F)cc4)CC3)c3c(-c4cccnc4)noc3n2)cc1 | -5.9 | 12.3 | -3.5
O=C(CCc1nc2ccccc2c(=O)[nH]1)NCCc1cccc(Cl)c1 | 8.1 | 9.5 | x
CCc1cc(N2CCN(Cc3ccc(S(C)(=O)=O)cc3)CC2)ncn1 | -2.8 | 9.5 | -16.6
CCOc1ccc(NC(=O)N2CCN(C(=O)CN3CCc4sccc4C3c3cccc(F)c3)CC2)cc1 (stereo not given) | -7.3 | 16.2 | -7.5
CCOC(=O)c1ccc(N=C2SC(C(=O)Nc3ccccc3)CC(=O)N2C)cc1 (stereo not given) | -4.8 | 2.9 | -2.3
The list goes on.
SMILES | hcGAS lum | NPYLR7 ag | mcGAS lum
CC(C)C(=O)N1CCC(n2c(=O)oc3ccc(F)cc32)CC1 | -9.5 | 1.9 | -8.0
Cc1ccc(Cc2nsc(N3CCCN(S(=O)(=O)c4ccc(Br)cc4)CC3)n2)cc1 | -5.6 | -5.0 | 0.2
CC(=O)c1ccc(N2CCOCC2)c(-c2ccc(S(C)(=O)=O)cc2)c1 | -2.6 | 7.4 | x
c1ccc(-c2cnc3n2CCC3)cc1 | -2.2 | -0.4 | x
CCc1nc(Cn2ccnc2-c2cccc3nonc23)no1 | 5.7 | 5.3 | -12.2
CC(C)(C)NC(=O)CC(c1ccccc1)c1cc(Cl)ccc1O (stereo not given) | -5.7 | 13.1 | x
CC1C(=O)N(c2ccc3c(c2)OCO3)CCN1C(=O)c1ccc(Cl)cc1Cl (stereo not given) | 0.6 | 6.9 | -2.4
O=c1c(N=Nc2cccc([N+](=O)[O-])c2)c(-c2ccccc2)[nH]n1-c1ccccc1 | -6.2 | -5.2 | x
Cc1cc(N2CCOC(C(F)(F)F)C2)nc2ccccc12 (stereo not given) | -3.6 | 3.1 | x
O=C(NCc1nnnn1-c1ccc(Cl)cc1)Nc1cccs1 | -0.6 | -9.2 | x
Cc1ccccc1C(=O)Nc1nnc(-c2cc(C)n(C)n2)o1 | 0.9 | -7.2 | -6.2
COc1ccccc1C(=O)N[C@H](C(=O)N1CCc2ccccc2C1)C(C)C | -11.1 | 12.0 | -15.6
CCn1cncc1S(=O)(=O)NCCNC(=O)c1ccccc1 | 1.6 | 2.0 | x
CC(SC(=S)N1CCCC1)c1nc(C2CC2)no1 (stereo not given) | 4.3 | 1.1 | x
Cc1ccccc1CC(=O)N1CCC(NC(=O)c2ccc(F)cc2)CC1 | -6.3 | -1.6 | x
O=C1CCC(C(=O)N2CCC(Cn3cccn3)CC2)CN1CCCc1ccccc1 (stereo not given) | -2.4 | 2.0 | -6.4
CCOc1ccc(C=CC(=O)c2ccc(I)cc2)cc1OC | -6.1 | -1.1 | x
Cc1nc(NCc2ccc(O)cc2)c2c(CC(C)C)csc2n1 | -9.9 | 18.3 | x
Cc1cccc(NC(=O)Cn2c(O)c(N=Nc3ccccc3[N+](=O)[O-])c3ccccc32)c1 | -5.6 | 5.2 | -7.0
O=C(CNC(=O)c1ccc2nc(-n3cccc3)sc2c1)NCCO | -4.9 | 0.4 | x
COc1ccc(S(=O)(=O)CCCC(=O)N(CCN(C)C)c2nc3c(F)cccc3s2)cc1 | -8.7 | 19.3 | -8.6
O=C(CCn1cncn1)N1CCC2(CCCN(Cc3ccccc3F)C2)C1 (stereo not given) | -11.2 | 3.0 | x
c1ccc2sc(CN3CCCCC3c3nc4ccccc4s3)nc2c1 (stereo not given) | -1.6 | 8.7 | x
COc1cc(COC(=O)CSC)ccc1C | -20.5 | -0.9 | x
CN(C)S(=O)(=O)c1cccc(S(=O)(=O)Nc2ccc(Cl)c(C#N)c2)c1 | -2.0 | -2.9 | -3.3
CC(C)=CC(=O)N1CCN(c2nccc(-c3ccc(C(C)(C)C)cc3)n2)CC1 | -0.4 | 32.2 | -5.8
Cc1cc(C(=O)N(CCCN(C)C)c2nc3ccccc3s2)no1 | 4.4 | 6.6 | -0.3

Filtered by structure, those above with a Cl atom (14)
SMILES | hcGAS lum | NPYLR7 ag | mcGAS lum
COCCNC(=O)C1(C)CCCN(Cc2ccc(Cl)c(Cl)c2)C1 (stereo not given) | -3.0 | 6.5 | -2.1
O=C(Nc1ccccc1Cl)Nc1ccnn1C1CCN(Cc2nccs2)CC1 | 0.7 | -5.6 | -5.4
CN(Cc1nc2ccc(Cl)cc2[nH]1)Cc1nc(-c2ccccn2)no1 | -7.6 | 15.8 | x
Cc1nn(CC(=O)Nn2cccc2)c(C)c1Cl | -5.3 | -4.9 | x
O=C(CCc1ccccc1)NCCSc1ncc(C(F)(F)F)cc1Cl | -8.2 | -0.2 | x
CCOC(=O)c1nc2cc(Cl)c(Cl)cc2nc1N1CCCN(S(=O)(=O)c2ccc(Br)cc2)CC1 | -9.3 | x | -8.4
OCC1(Cc2cccc(Cl)c2)CCCN(C2Cc3ccccc3C2)C1 (stereo not given) | -10.1 | 8.1 | x
CCc1ccc(CN(C)C(=O)c2cc(COc3cncc(Cl)c3)on2)cc1 | -12.4 | -5.0 | -2.8
Nc1ccc(Cl)c(S(=O)(=O)Nc2ccc(Cl)cc2)c1 | 5.1 | 1.2 | -1.7
O=C(CCc1nc2ccccc2c(=O)[nH]1)NCCc1cccc(Cl)c1 | 8.1 | 9.5 | x
CC(C)(C)NC(=O)CC(c1ccccc1)c1cc(Cl)ccc1O (stereo not given) | -5.7 | 13.1 | x
CC1C(=O)N(c2ccc3c(c2)OCO3)CCN1C(=O)c1ccc(Cl)cc1Cl (stereo not given) | 0.6 | 6.9 | -2.4
O=C(NCc1nnnn1-c1ccc(Cl)cc1)Nc1cccs1 | -0.6 | -9.2 | x
CN(C)S(=O)(=O)c1cccc(S(=O)(=O)Nc2ccc(Cl)c(C#N)c2)c1 | -2.0 | -2.9 | -3.3

One compound at a time, as listed above. Screens in order: hcGAS lum	NPYLR7 ag	mcGAS lum
`COc1cc(COC(=O)CSC)ccc1C` reads -20.5	-0.9	x
`CN(C)S(=O)(=O)c1cccc(S(=O)(=O)Nc2ccc(Cl)c(C#N)c2)c1` reads -2.0	-2.9	-3.3
